Source: PubChem BioAssay (NCI)
Growth percent in the NCI-60 one-dose screen (48 h, 10 µM unless noted): 100 = growth as untreated, 0 = no growth, -100 = all killed.
MCF7 – MCF7 breast cancer; 82,000 tested, 6.3% active; AID 1794796
K-562 – K-562 leukemia; 78,000 tested, 7.4% active; AID 1794777
SR – SR leukemia cells; AID 1794780; 73,000 tested, 8.7% active
MDA-MB-468 – MDA-MB-468 breast cancer. 78,000 tested, 8.5% active
MDA-MB-435 – MDA-MB-435 melanoma; 82,000 tested, 7.8% active
RPMI-8226 – RPMI-8226 leukemia cells | 77,000 tested, 7.5% active | AID 1794781
MOLT-4 – MOLT-4 leukemia cells; AID 1794779; 80,000 tested, 6.9% active
MDA-MB-231 – MDA-MB-231 breast cancer; 81,000 tested, 5% active; AID 1794789
An asterisk follows results filed as active; & = joins results of further samples; [ ] = dose if it differs, or a comment. Rule for the calls: active = growth percent below 10; inactive = the rest.

Start of the data: the first 3 records (preview)
`O=C(O)c1cccc(N2C(=O)CCSC2=S)c1` gave MCF7 95, K-562 103, SR 113, MDA-MB-468 93, MDA-MB-435 102, RPMI-8226 106, MOLT-4 102 and MDA-MB-231 108.
For O=C(Nc1ccc(C2=NCCCN2)cc1)c1ccc(C(=O)Nc2ccc(C3=NCCCN3)cc2)nc1 the results were MCF7 98, SR 85, MDA-MB-468 102, MDA-MB-435 117, MOLT-4 86 and MDA-MB-231 104.
O=C(N/N=C/c1ccccc1O)c1ccccc1 was read as MCF7 3.3*, K-562 16, SR 17, MDA-MB-468 12, MDA-MB-435 57, RPMI-8226 -30*, MOLT-4 15 and MDA-MB-231 33.

This part in full, from the first entry:
`O=C(O)c1cccc(N2C(=O)CCSC2=S)c1` gave MCF7 95, K-562 103, SR 113, MDA-MB-468 93, MDA-MB-435 102, RPMI-8226 106, MOLT-4 102 and MDA-MB-231 108.
For O=C(Nc1ccc(C2=NCCCN2)cc1)c1ccc(C(=O)Nc2ccc(C3=NCCCN3)cc2)nc1 the results were MCF7 98, SR 85, MDA-MB-468 102, MDA-MB-435 117, MOLT-4 86 and MDA-MB-231 104.
O=C(N/N=C/c1ccccc1O)c1ccccc1 was read as MCF7 3.3*, K-562 16, SR 17, MDA-MB-468 12, MDA-MB-435 57, RPMI-8226 -30*, MOLT-4 15 and MDA-MB-231 33.
Screening C/C(Cc1ccc(Cl)cc1)=C(\c1ccc(OCCN2CCOCC2)cc1)c1ccc(OC(=O)C2CCCCC2)cc1 returned MCF7 71, K-562 83, SR 112, MDA-MB-468 90, MDA-MB-435 97, RPMI-8226 87, MOLT-4 94 and MDA-MB-231 106.
CC[C@H]1c2ccccc2[C@@H](C(=O)O)N(C(C)=O)c2ccccc21 was read as MCF7 101, K-562 115, MDA-MB-468 109, MDA-MB-435 108, RPMI-8226 110, MOLT-4 106 and MDA-MB-231 117.
C[n+]1cccc(CC(=O)NO)c1 was read as MCF7 96, K-562 94, SR 98, MDA-MB-468 88, MDA-MB-435 107 and MDA-MB-231 100.
`COCCOc1cc2ncnc(N3CCN(c4cc(S(C)(=O)=O)c(C)cc4Cl)CC3)c2cc1OCCOC` gave MCF7 92, K-562 89, SR 77, MDA-MB-468 90, MDA-MB-435 105, RPMI-8226 76, MOLT-4 79 and MDA-MB-231 96.
Screening CCOC(=O)C1=C(C)N=C2Sc3ccccc3N2C1c1cn(-c2ccccc2)nc1-c1ccc(Cl)cc1 (stereo not given) returned MCF7 82, K-562 83, SR 69, MDA-MB-468 96, MDA-MB-435 99, RPMI-8226 90, MOLT-4 60 and MDA-MB-231 73.
`Cc1ccc(S(=O)(=O)Nc2nc3ccccc3nc2Nc2ccc3nsnc3c2)cc1` gave MCF7 51&51, K-562 35&33, SR 76&71, MDA-MB-468 36&27, MDA-MB-435 66&36, RPMI-8226 28, MOLT-4 45&35 and MDA-MB-231 69&74.
COc1ccccc1NC(=O)Cc1nc(=O)[nH]c(=O)[nH]1 was read as MCF7 99, K-562 94, SR 93, MDA-MB-468 108, MDA-MB-435 108, RPMI-8226 97, MOLT-4 92 and MDA-MB-231 110.
Screening CNc1nnc2n(-c3ccccc3)c(=O)c3cnn(-c4ccccc4)c3n12 returned MCF7 87, K-562 86, SR 65, MDA-MB-468 103, MDA-MB-435 98, RPMI-8226 85, MOLT-4 72 and MDA-MB-231 103.
Nc1sc2c(c1-c1nc3ccccc3s1)CCCC2 was read as MCF7 49, K-562 96, SR 77, MDA-MB-468 72, MDA-MB-435 105, RPMI-8226 93, MOLT-4 78 and MDA-MB-231 79.
For N#Cc1c(-c2ccccc2)cc(-c2ccccc2)n(CCCCC(=O)NO)c1=O the results were MCF7 21, K-562 6.8*, SR 7.4*, MDA-MB-468 20, MDA-MB-435 -14*, RPMI-8226 0.8*, MOLT-4 11 and MDA-MB-231 26.
Screening ClCCOCCOc1ccccc1-c1ccccc1 returned MCF7 95, K-562 98, SR 83, MDA-MB-468 101, MDA-MB-435 97, RPMI-8226 102, MOLT-4 97 and MDA-MB-231 114.
COc1cccc(CC(C)=C(c2ccc(OCCCN(C)C)cc2)c2ccc(OCCCN(C)C)cc2)c1 was read as MCF7 -74*, K-562 -68*, SR -49*, MDA-MB-468 -83*, MDA-MB-435 -92*, RPMI-8226 -54*, MOLT-4 -61* and MDA-MB-231 -82*.
`COc1ccc(-c2[nH]c3ncc(-c4ccc(F)cc4)n3c(=O)c2C#N)cc1` gave MCF7 99, K-562 80, SR 97, MDA-MB-468 101, MDA-MB-435 98, RPMI-8226 105, MOLT-4 89 and MDA-MB-231 98.
Screening COc1ccc(/C=C(/C(=O)n2cnnn2)c2cc(OC)c(OC)c(OC)c2)cc1 returned MCF7 16, K-562 15, SR 15, MDA-MB-468 14, MDA-MB-435 -50*, RPMI-8226 3.5*, MOLT-4 40 and MDA-MB-231 37.
c1ccc(-c2ccc(-c3nnc(-c4ccccc4)o3)cc2)cc1 was read as MCF7 98, K-562 81, SR 86, MDA-MB-468 97, MDA-MB-435 96, RPMI-8226 96, MOLT-4 77 and MDA-MB-231 109.
For Oc1c(Cl)cc(Cl)c2cccnc12 the results were MCF7 29&51, K-562 29&24, SR 32&33, MDA-MB-468 43&61, MDA-MB-435 54&63, RPMI-8226 50&50, MOLT-4 36&37 and MDA-MB-231 48&95.
For COc1cc2nc(Nc3cccc(C(=O)O)c3)nc(N)c2cc1OC the results were MCF7 98, K-562 108, SR 105, MDA-MB-468 108, MDA-MB-435 107, RPMI-8226 307, MOLT-4 13 and MDA-MB-231 87.
Screening O=C(O)c1cc(-c2ccc(Cl)cc2)nc2c(Cl)cccc12 returned MCF7 104, K-562 108, SR 92, MDA-MB-468 126, MDA-MB-435 104, MOLT-4 94 and MDA-MB-231 84.
For S=C(N/N=C/c1cc(Cl)cc(Cl)c1)NC12CC3CC(CC(C3)C1)C2 the results were MCF7 82, K-562 79, SR 20, MDA-MB-468 104, MDA-MB-435 78, RPMI-8226 74, MOLT-4 94 and MDA-MB-231 53.
Screening CC(=O)OCC(=O)COC(C)=O returned MCF7 89, K-562 102, MDA-MB-468 100, MDA-MB-435 101, RPMI-8226 98 and MOLT-4 118.
Screening CCN1CCN(c2c(C(=O)c3ccccc3)cnc3cc(OC)c(OC)cc23)CC1 returned MCF7 98, K-562 68, SR 64, MDA-MB-468 109, MDA-MB-435 104, RPMI-8226 52, MOLT-4 61 and MDA-MB-231 90.
Screening c1ccc(-c2nc3sc(-c4ccccc4)cn3n2)cc1 returned MCF7 38, K-562 89, SR 90, MDA-MB-468 85, MDA-MB-435 99, RPMI-8226 85, MOLT-4 89 and MDA-MB-231 64.
For CCCCCCCCCCCCCCNc1nc(-c2ccc(C(F)(F)F)cc2)ncc1-c1ccc(C(F)(F)F)cc1 the results were MCF7 107, K-562 97, SR 93, MDA-MB-468 103, MDA-MB-435 101, RPMI-8226 110, MOLT-4 92 and MDA-MB-231 106.
Screening CCOC(=O)Cc1csc(/N=C\c2c(O)c3ccccc3oc2=O)n1 returned MCF7 90, K-562 109, SR 77, MDA-MB-468 92, MDA-MB-435 94, RPMI-8226 95, MOLT-4 73 and MDA-MB-231 88.
For O=C(N/N=c1/oc2ccccc2cc1-c1cc2ccccc2[nH]1)c1ccc(Cl)cc1 the results were MCF7 82, K-562 93, SR 86, MDA-MB-468 105, MDA-MB-435 97, RPMI-8226 97, MOLT-4 104 and MDA-MB-231 91.
For c1ccc(SCCCc2ccncc2)cc1 the results were MCF7 94, K-562 79, SR 85, MDA-MB-468 82, MDA-MB-435 106, RPMI-8226 76, MOLT-4 77 and MDA-MB-231 97.
`COC(=O)C(C(Br)C(=O)c1ccccc1)C(c1ccccc1)[N+](=O)[O-]` (stereo not given) gave MCF7 106&90, K-562 94&114, SR 92&92, MDA-MB-468 100&85, MDA-MB-435 125&102, RPMI-8226 103&101, MOLT-4 97&118 and MDA-MB-231 110&103.
Screening Cc1nn(-c2ccc(Br)cc2)c2nc(CCl)[nH]c(=O)c12 returned MCF7 82, K-562 76, MDA-MB-468 94, MDA-MB-435 103, RPMI-8226 -54* and MDA-MB-231 94.
`COc1ccc2[nH]cc(C3(c4c[nH]c5ccc(OC)cc45)C(=O)Nc4ccc(Br)cc43)c2c1` gave MCF7 94, K-562 69, SR 93, MDA-MB-435 95, RPMI-8226 77, MOLT-4 50 and MDA-MB-231 98.
Cc1cn(-c2cc(NC(=O)c3cccc(C#Cc4cccc5[nH]nc(N)c45)c3)cc(C(F)(F)F)c2)cn1 was read as MCF7 34, K-562 3.2*, SR 28, MDA-MB-468 68, MDA-MB-435 36, RPMI-8226 14, MOLT-4 21 and MDA-MB-231 17.
Cn1c(SCC(=O)c2ccco2)nc2ccccc2c1=O was read as MCF7 18, K-562 92, SR 92, MDA-MB-468 5.9*, MDA-MB-435 105, RPMI-8226 93, MOLT-4 96 and MDA-MB-231 94.
Cc1ccc(C)c2c1CC/C(=C\c1ccccc1[N+](=O)[O-])C2=O was read as MCF7 70, K-562 88, SR 74, MDA-MB-468 79, RPMI-8226 78, MOLT-4 91 and MDA-MB-231 94.
Screening CCOC(=O)C1C(=O)Nc2nc3ccccc3n2C1c1cccs1 (stereo not given) returned MCF7 90, K-562 74, SR 82, MDA-MB-468 97, MDA-MB-435 98, RPMI-8226 99, MOLT-4 89 and MDA-MB-231 109.
CCCCCCCCCCCCCCCCNC(=S)N/N=C/c1cccc(OC)c1OC was read as MCF7 94, K-562 94, SR 97, MDA-MB-468 115, MDA-MB-435 100, RPMI-8226 99, MOLT-4 98 and MDA-MB-231 108.
`CC(C)(C)NC(=O)c1c(-c2ccccc2)nc(SCc2cc(=O)oc3ccc(F)cc23)[nH]c1=O` gave MCF7 94, K-562 93, SR 97, MDA-MB-468 98, MDA-MB-435 110, RPMI-8226 95, MOLT-4 100 and MDA-MB-231 107.
Nc1ncnc2c1ncn2C1OCC(O)C1O (stereo not given) was read as MCF7 33, K-562 72, SR 77, MDA-MB-468 85, MDA-MB-435 101, RPMI-8226 104, MOLT-4 103 and MDA-MB-231 94.
Screening CCCCOc1ccc2nc3cc(Cl)ccc3c(Cl)c2n1 returned MCF7 88, K-562 88, SR 84, MDA-MB-468 109, MDA-MB-435 93, RPMI-8226 98, MOLT-4 84 and MDA-MB-231 101.

Reprinted at random: six records from the list
CCCCCCCCCCCCCCCCNC(=S)N/N=C/c1cccc(OC)c1OC was read as MCF7 94, K-562 94, SR 97, MDA-MB-468 115, MDA-MB-435 100, RPMI-8226 99, MOLT-4 98 and MDA-MB-231 108.
For c1ccc(SCCCc2ccncc2)cc1 the results were MCF7 94, K-562 79, SR 85, MDA-MB-468 82, MDA-MB-435 106, RPMI-8226 76, MOLT-4 77 and MDA-MB-231 97.
`CC(C)(C)NC(=O)c1c(-c2ccccc2)nc(SCc2cc(=O)oc3ccc(F)cc23)[nH]c1=O` gave MCF7 94, K-562 93, SR 97, MDA-MB-468 98, MDA-MB-435 110, RPMI-8226 95, MOLT-4 100 and MDA-MB-231 107.
Screening CC(=O)OCC(=O)COC(C)=O returned MCF7 89, K-562 102, MDA-MB-468 100, MDA-MB-435 101, RPMI-8226 98 and MOLT-4 118.
Screening CCOC(=O)Cc1csc(/N=C\c2c(O)c3ccccc3oc2=O)n1 returned MCF7 90, K-562 109, SR 77, MDA-MB-468 92, MDA-MB-435 94, RPMI-8226 95, MOLT-4 73 and MDA-MB-231 88.
Cn1c(SCC(=O)c2ccco2)nc2ccccc2c1=O was read as MCF7 18, K-562 92, SR 92, MDA-MB-468 5.9*, MDA-MB-435 105, RPMI-8226 93, MOLT-4 96 and MDA-MB-231 94.

Remaining list, next part:
S=C1NCCNC(=S)SSSS1 was read as MCF7 101, K-562 103, SR 100, MDA-MB-468 125, MDA-MB-435 107, RPMI-8226 104, MOLT-4 111 and MDA-MB-231 107.
`N#Cc1c(N2CCOCC2)nc2sc3cccc(Cl)c3n2c1=N` gave MCF7 88, K-562 100, MDA-MB-468 103, MDA-MB-435 93, RPMI-8226 88, MOLT-4 85 and MDA-MB-231 82.
CC1(C)CC[C@]23CC[C@]4(C)[C@H](CC[C@@H]5[C@@]6(C)C/C(=C/c7ccncc7)C(=O)C(C)(C)[C@@H]6CC[C@]54C)[C@H]2[C@H]1OC3=O was read as MCF7 70[100 µM], K-562 51[100 µM], SR 93[100 µM], MDA-MB-468 59[100 µM], MDA-MB-435 79[100 µM], RPMI-8226 41[100 µM], MOLT-4 69[100 µM] and MDA-MB-231 37[100 µM].
Screening O=C(Nc1ccc(Oc2ccc(Cl)cc2)c(Cl)c1)c1cc(I)cc(I)c1O returned MCF7 82, K-562 50, SR 36, MDA-MB-468 88, MDA-MB-435 112, RPMI-8226 65, MOLT-4 103 and MDA-MB-231 77.
CC1CN(c2oc(-c3ccc([N+](=O)[O-])cc3)nc2C#N)CC(C)O1 (stereo not given) was read as MCF7 88, K-562 105, SR 83, MDA-MB-468 125, MDA-MB-435 100, RPMI-8226 101, MOLT-4 100 and MDA-MB-231 96.
`CC(=O)c1cc(C(=O)c2ccc3c(c2)Sc2ccccc2N3)c2c(C)cc(C)cn12` gave MCF7 15, K-562 4.5*, SR 5.4*, MDA-MB-468 14, MDA-MB-435 -22*, MOLT-4 19 and MDA-MB-231 -14*.

No enrichment for hits; 15% or so of the library scored in one or more.
